OX1R antag: antagonists of human orexin 1 receptor (OX1R); O43613; OX1R-expressing cells, FRET antagonist read-out; inhibition, % at 6.6 µM; 1.8% of 330,000 active; AID 485270; in the data active = inhibition mostly above about 38%, no sharp cut-off; inactive = mostly below about 40%;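 also: 0% = agonist challenge alone and 100% = reference antagonist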
Target sequence (O43613 whole entry, looked up): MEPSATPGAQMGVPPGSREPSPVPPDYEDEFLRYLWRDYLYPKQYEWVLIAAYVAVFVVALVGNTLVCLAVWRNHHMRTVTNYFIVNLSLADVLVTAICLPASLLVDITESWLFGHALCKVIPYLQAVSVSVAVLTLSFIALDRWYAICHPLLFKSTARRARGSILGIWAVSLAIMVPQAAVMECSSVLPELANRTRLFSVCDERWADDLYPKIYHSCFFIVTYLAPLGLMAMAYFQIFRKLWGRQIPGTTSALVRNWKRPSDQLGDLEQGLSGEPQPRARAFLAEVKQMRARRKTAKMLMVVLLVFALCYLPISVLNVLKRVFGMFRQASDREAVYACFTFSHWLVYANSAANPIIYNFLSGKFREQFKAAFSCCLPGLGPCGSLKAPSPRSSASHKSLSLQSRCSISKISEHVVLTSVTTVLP
An asterisk follows results filed as active. Not all compounds are listed; the hit share may differ from the screen's.

item | Molecule | OX1R antag
1 | COc1cc(OC)c2c(c1)OC(=O)CC2c1ccc2c(c1)OCO2 (centres undefined) | 7
2 | COc1ccc2[nH]c3c(c2c1)CCN1C(=O)C(CC(=O)NCCN2CCOCC2)C[C@H](C(=O)N2CCCCC2)[C@@]31CCc1ccccc1 (some centres undefined) | 9
3 | C=CCC[C@@H](Cc1ccc(F)cc1)C(=O)OC[C@@H](Cc1c[nH]c2ccccc12)NC(=O)[C@@H](CC=C)CC(=O)NCCO | 7
4 | Cc1cc(C)c(NC(=O)CN(C)C(=O)C2CC(=O)N(c3cccc4ccccc34)C2)c(C)c1 (centres undefined) | 7
5 | C=CCN1C(=O)[C@H]2CCC=C[C@H]2[C@@H]1c1cccc(C)c1 | 7
6 | CN1CC(COCc2ccccc2)Oc2ccccc2S1(=O)=O (centres undefined) | 5
7 | CCN(c1ccccc1)S(=O)(=O)c1cc(C(=O)NCc2ccco2)ccc1C | 0
8 | O=C1c2ccccc2[C@@H]2C[C@@H](O)[C@H](Nc3cccc4ccccc34)CCN12 | 42*
9 | C[C@@H]1C(=O)N(c2ccccc2)[C@@H]1c1ccncc1 | 3
10 | COC(=O)[C@H](C)N(Cc1ccc(Cl)c(Cl)c1)S(=O)(=O)CCN1CCN(c2ccccc2)CC1 | 8
11 | C[C@@H]1COC(=O)CCC/C=C\C[C@@H](CC(=O)N(CCO)Cc2ccccc2)C(=O)N1 | 1
12 | CC(C)[C@H](NC(=O)c1ccc(Br)cc1)C(=O)NC1CCCCC1 | -3
13 | CCC(C)C1/C=C\CC(NC(=O)OCC2c3ccccc3-c3ccccc32)CC(=O)N1Cc1ccccc1 (centres undefined) | 14
14 | CC(C)(C)OC(=O)C[C@H]1C/C=C\C[C@@H](CC(=O)NCCO)C(=O)N[C@H](Cc2ccccc2)COC1=O | 4
15 | CCN(C[C@H]1N[C@@](C)(C(=O)OC)[C@H]2C(=O)N(Cc3ccccc3)C(=O)[C@@H]12)C(=O)c1ccc(F)cc1 | 1
16 | O=C1NCCOC(=O)[C@H](Cc2ccc(F)cc2)C/C=C\C[C@H]1CC(=O)N(CCO)Cc1ccccc1 | -1
17 | CC[C@]12c3[nH]c4cc(-c5ccco5)ccc4c3CCN1C(=O)[C@@H](CC(=O)NCCCOC)C[C@@H]2C(=O)N1CCN(C(=O)c2ccco2)CC1 | 9
18 | Cc1ccc(NC(=O)c2ccc3c(c2)OCO3)cc1S(=O)(=O)N1CCOCC1 | 2
19 | COc1ccc2[nH]c3c(c2c1)CCN1C(=O)C(CC(=O)NCCCn2ccnc2)C[C@H](C(=O)N2CCCCC2)[C@@]31CCc1ccccc1 (some centres undefined) | 4
20 | CCN1C(=O)[C@H]2[C@H]3CN=C(SCc4ccc(C)cc4)N3[C@@](CC)(C(=O)OC)[C@H]2C1=O | 0
21 | Cc1ccc(NC(=O)COc2ccccc2C#N)cc1S(=O)(=O)N1CCCCCC1 | 4
22 | O=C(COC(=O)c1ccc[nH]c1=O)NCC12CC3CC(CC(C3)C1)C2 | 0
23 | COc1ccc(C2CC(=O)Oc3ccc(OC)cc32)cc1 (centres undefined) | 4
24 | CCN(CC)C(=O)[C@H]1C[C@H](CC(=O)NCCN2CCOCC2)C(=O)N2CCc3c([nH]c4ccc(Cl)cc34)[C@]12C | -5
25 | COCCN(CC(=O)Nc1cccc(C)c1C)C(=O)c1ccc2ccccc2n1 | 11
26 | CCN1Cc2c(cc(OC)c(OC)c2OC)-c2ccccc2S1(=O)=O | 6
27 | O=C1OCCN1C(=O)[C@H]1[C@H](c2ccc(F)cc2)C(c2cccc(Cl)c2)=NN1c1ccccc1 | 8
28 | Cc1ccc(NC(=O)Cn2cnc3c(NCc4ccccc4)ncnc32)cc1C | 4
29 | COC(=O)[C@]1(Cc2ccccc2)N[C@H](CN(C)C(=O)Nc2ccc(OC)cc2)[C@@H]2C(=O)N(C)C(=O)[C@@H]21 | 1
30 | COc1cc(OC)c2c(-c3cccc(-c4ccc(CO)cc4)c3)cc(=O)oc2c1 | 10

OX1R antag, entries above that show a hit
item | Molecule | OX1R antag
8 | O=C1c2ccccc2[C@@H]2C[C@@H](O)[C@H](Nc3cccc4ccccc34)CCN12 | 42*

Continuation:
item | Molecule | OX1R antag
31 | CC(C)(C)NC(=O)NC(=O)COC(=O)C1CCN(S(=O)(=O)c2cccs2)CC1 | 3
32 | CCN(CC)C(=O)[C@H]1C[C@H](CC(=O)NC(C)(C)C)C(=O)N2CCc3c([nH]c4cc(-c5ccco5)ccc34)[C@]12C | 0
33 | CCN(Cc1ccccc1)S(=O)(=O)c1ccccc1Br | 29
34 | COc1ccc(NC(=O)CNc2cc(C)ccc2C)cc1S(=O)(=O)N1CCOCC1 | -1
35 | CS(=O)(=O)c1ccc(Cl)c(NC(=O)COC(=O)C23CC4CC(CC(C4)C2)C3)c1 | 3
36 | CCN(CC)C(=O)[C@H]1C[C@H](CC(=O)NCCCn2ccnc2)C(=O)N2CCc3c([nH]c4cc(-c5ccco5)ccc34)[C@]12C | 9
37 | Cc1cc(Cl)ccc1OCC(=O)OCC(=O)NC1CCS(=O)(=O)C1 (centres undefined) | 7
38 | CCOC(=O)C1Oc2ccccc2C(c2cccc3ccccc23)=C1C(=O)OC (centres undefined) | 17
39 | CCN1C(=O)[C@H]2[C@H]3CN=C(SCc4ccccc4)N3[C@@](C)(C(=O)OC)[C@H]2C1=O | 5
40 | O=S(=O)(N[C@H](CO)c1ccccc1)c1ccc(Br)cc1F | 14

4 structures out of the list, arranged by molecular weight, falling.
item | Molecule | OX1R antag
31 | CC(C)(C)NC(=O)NC(=O)COC(=O)C1CCN(S(=O)(=O)c2cccs2)CC1 | 3
38 | CCOC(=O)C1Oc2ccccc2C(c2cccc3ccccc23)=C1C(=O)OC (centres undefined) | 17
37 | Cc1cc(Cl)ccc1OCC(=O)OCC(=O)NC1CCS(=O)(=O)C1 (centres undefined) | 7
33 | CCN(Cc1ccccc1)S(=O)(=O)c1ccccc1Br | 29

Continued:
item | Molecule | OX1R antag
41 | O=C(Cc1ccc(F)cc1)N[C@@H]1c2ccccc2CC[C@@H]1O | 6
42 | COC(=O)[C@@]1(Cc2ccccc2)[C@H]2C(=O)N(C)C(=O)[C@H]2[C@H]2CN=C(SC)N21 | 3
43 | COc1ccc(C(=O)COC(=O)CN2C(=O)NC3(CC(C)CC(C)(C)C3)C2=O)c(OC)c1 (centres undefined) | 13
44 | CC[C@]12c3[nH]c4ccc(OC)cc4c3CCN1C(=O)C(CC(=O)NC/C=C(\C)CCC=C(C)C)C[C@@H]2C(=O)N1CCN(C(=O)C2CC2)CC1 (some centres undefined) | 9
45 | C=C(C)C(O)COc1c2occc2c(OC)c2ccc(=O)oc12 (centres undefined) | 15
46 | Cc1ccccc1S(=O)(=O)Nc1ncnc2sccc12 | -2
47 | CC[C@]12c3[nH]c4ccc(Cl)cc4c3CCN1C(=O)[C@@H](CC(=O)NC(C)(C)C)C[C@@H]2C(=O)N1CCN(C(=O)c2ccco2)CC1 | 1
48 | CCN(C[C@H]1N[C@@](CC)(C(=O)OC)[C@H]2C(=O)N(Cc3ccccc3)C(=O)[C@@H]12)C(C)=O | 8
49 | Nc1ncnc2c1ncn2[C@@H]1O[C@H](CNS(=O)(=O)c2ccc3c(c2)CCN(C(=O)C(F)(F)F)C3)[C@@H](O)[C@H]1O | 6
50 | CCOC(=O)C1C(C(=O)OC)=C(C(=O)OC)c2ccccc2N1S(=O)(=O)C(F)(F)F (centres undefined) | 11
51 | OC[C@@H]1[C@@H](c2ccccc2)C(c2ccc(F)cc2)=NN1c1ccccc1 | 11
52 | CC1CCC2(CC1)NC(=O)N(CC(=O)Nc1cccc(C#N)c1)C2=O (centres undefined) | 5
53 | CN(C(=O)CSc1nc2ccccc2[nH]1)C1CCS(=O)(=O)C1 (centres undefined) | 0
54 | Cc1cc(C)c(C)c(S(=O)(=O)N2CCC(C(=O)NC3=NCCS3)CC2)c1C | 3
55 | COc1ccccc1-c1sc2cc3c(cc2c1-c1ccc(OCCN2CCOCC2)cc1)OCO3 | -6
56 | CC[C@]12c3[nH]c4cc(CCC(=O)N(C)C)ccc4c3CCN1C(=O)[C@@H](CC(=O)NCCCN(C)C)C[C@@H]2C(=O)N1CCN(C(=O)c2ccco2)CC1 | -2
57 | CN1CCN(C(=O)C(Cc2ccccc2)NS(=O)(=O)c2ccc3c(c2)CCC(=O)N3)CC1 (centres undefined) | 10
58 | COc1ccc(Cl)cc1NC(=O)CN(C)C1CCS(=O)(=O)C1 (centres undefined) | 0
59 | C[C@H](CO)N1C[C@H](C)[C@@H](CN(C)Cc2ccccc2)Oc2c(NC(=O)c3ccncc3)cccc2C1=O | -5
60 | C=CC(=O)Nc1ccc(N(C)c2ccnc(Nc3ccc(N4CCN(C)CC4)cc3)n2)cc1 | 9
61 | O=C(NCc1ccco1)c1ccc(S(=O)(=O)N2CCCCCC2)cc1 | -4
62 | COc1cc(OC)c2c(-c3cccc(-c4ccc(NC(C)=O)cc4)c3)cc(=O)oc2c1 | 13
63 | Cc1ccc(S(=O)(=O)N2CCCCC2)cc1C(=O)NCc1ccc(S(N)(=O)=O)cc1 | -1
64 | Cc1cc(C)cc(OCC(=O)OCC(=O)NC2CCCCCC2)c1 | 6
65 | CN(C)C(=O)CCc1ccc2c3c([nH]c2c1)[C@]1(C)[C@@H](C(=O)N2CCCCC2)C[C@H](CC(=O)NCc2cccc(C(F)(F)F)c2)C(=O)N1CC3 | 10
66 | CC1CCCC(NC(=O)NC(=O)COC(=O)c2ccc(O)cc2O)C1C (centres undefined) | 1
67 | COc1ccc(NC(=O)CSc2nnc(C)s2)cc1S(=O)(=O)N1CCOCC1 | 4
68 | CCN(CC)C(=O)[C@H]1C[C@H](CC(=O)NC/C=C(\C)CCC=C(C)C)C(=O)N2CCc3c([nH]c4ccc(Cl)cc34)[C@]12C | 4
69 | Cn1cccc1C(=O)NC1CCCCCC1 | 5
70 | O=C(COC(=O)c1ccccc1OC(F)F)Nc1ccc(N2CCCCC2)cc1 | -2
71 | COc1cc(OC)cc(C(=O)NC(C(=O)Nc2ccc3nc(C)sc3c2)C(C)C)c1 (centres undefined) | 5
72 | CCCC[C@@H]1C=C(C(=O)O)[C@H](c2ccc(C#N)cc2)N1S(=O)(=O)c1ccc(C)cc1 | 17
73 | CCOC(=O)C1=CN(Cc2ccc(Br)cc2)S(=O)(=O)N(C)C1C (centres undefined) | 6
74 | CCN(C[C@H]1N[C@@](C)(C(=O)OC)[C@H]2C(=O)N(Cc3ccccc3)C(=O)[C@@H]12)C(=O)C1CCCCC1 | 3
75 | COc1ccccc1N1CCN(C(=O)c2cccc(S(=O)(=O)N3CCCCCC3)c2)CC1 | 5
76 | Cc1noc(C)c1COC(=O)c1ccc(F)c(S(=O)(=O)N2CCOCC2)c1 | 2
77 | CC(C)[C@H](NC(=O)c1ccccc1)C(=O)Nc1ccc2c(c1)OCO2 | 0
78 | CC(=O)c1cccc(NC(=O)CCN2C(=O)C3CC=CCC3C2=O)c1 (centres undefined) | 1
79 | NC(=O)NC[C@@H]1CC[C@@H](Cc2ccc(-c3ccccc3)cc2)O1 | 10
80 | O=C(OCC(=O)N1CCc2ccccc21)c1ccccc1[N+](=O)[O-] | 8

3 consecutive records out of the list so far, for reference:
item | Molecule | OX1R antag
78 | CC(=O)c1cccc(NC(=O)CCN2C(=O)C3CC=CCC3C2=O)c1 (centres undefined) | 1
79 | NC(=O)NC[C@@H]1CC[C@@H](Cc2ccc(-c3ccccc3)cc2)O1 | 10
80 | O=C(OCC(=O)N1CCc2ccccc21)c1ccccc1[N+](=O)[O-] | 8

Continued.
item | Molecule | OX1R antag
81 | Cc1cccc(C(=O)OCC(=O)N(C)C(c2ccccc2)c2ccccc2)c1[N+](=O)[O-] | 14
82 | COc1cc(=O)oc(CCC(C)O)c1C (centres undefined) | 5
83 | Cc1ccc(C(=O)N2CCCCC2)cc1NC1=C(Cl)C(=O)N(Cc2ccccc2)C1=O | 3
84 | Cc1ccc(S(=O)(=O)N2[C@@H](c3ccc(C(C)(C)C)cc3)C(C(=O)O)=CC[C@H]2c2ccc(Cl)cc2)cc1 | 5
85 | Nc1ncnc2c1ncn2[C@@H]1O[C@H](CNC(=O)[C@@H]2CCCN2S(=O)(=O)c2ccc(F)cc2)[C@@H](O)[C@H]1O | 14
86 | O=C(CCc1nc(-c2ccccc2)no1)NC1CCCCCC1 | 3
87 | Cc1cc(C)c(NC(=O)CN(C)C(=O)CCC(=O)c2ccc(C)s2)c(C)c1 | 4
88 | O=C1c2ccccc2[C@@H]2C[C@H]3O[C@H]3CCN12 | 5
89 | CCN(CC)c1ccc(S(=O)(=O)N2CCOCC2)cc1NC(=O)C1CC1 | 9
90 | COc1cccc(C(=O)c2c(-c3ccccc3)ncc3cc(OC)c(OC)cc23)c1 | 16
91 | Nc1ncnc2c1ncn2[C@@H]1O[C@H](CNC(=O)[C@@H]2CCN2)[C@@H](O)[C@H]1O | 9
92 | Cc1ccc(S(=O)(=O)N2[C@@H](c3ccc(Br)cc3)C(C(=O)O)=CC[C@H]2c2ccc(Cl)c(Cl)c2)cc1 | 22
93 | OC[C@@H]1[C@@H](c2ccc(F)cc2)C(c2ccccc2)=NN1c1ccccc1 | 2
94 | Cc1cc(C)c2c(c1)OC(=O)CC2c1ccc2c(c1)OCO2 (centres undefined) | 10
95 | CCN(C(=O)C(C)Sc1ccc(S(=O)(=O)N2CCN(C)CC2)cn1)c1ccccc1 (centres undefined) | 2
96 | Cc1onc(-c2ccccc2)c1C(=O)NNC(=O)c1ccccc1 | 4
97 | COc1ccccc1NC(=O)c1ccc(S(=O)(=O)N(C)c2ccccc2)cc1 | 13
98 | CC(C)[C@@H]1CN=C(N)N1C[C@@H]1CCCN1C[C@H](C)N1C[C@@H](Cc2ccccc2)N(CCc2ccc(Cl)c(Cl)c2)C1=N | 15
99 | CC[C@]1(C(=O)OC)[C@H]2C(=O)N(C)C(=O)[C@H]2[C@H]2CN=C(SCc3ccc(Cl)cc3)N21 | 11
100 | COc1cccc(/C=C/C(=O)NNC(=O)c2ccccc2)c1OC | 4
101 | COc1ccc(NC(=O)N(C)C[C@H]2Oc3ccc(NC(=O)C4CC4)cc3CC(=O)N([C@@H](C)CO)C[C@@H]2C)cc1 | -1
102 | COc1cc(CN2c3ccccc3C(=O)CS2(=O)=O)cc(OC)c1 | 10
103 | O=C(CN1CCN(Cc2ccccc2)CC1)NNC(=O)c1ccccc1 | -1
104 | Cc1ccc(S(=O)(=O)Nc2ccc(-n3cnnn3)cc2)c(C)c1 | 6
